From PubChem
XiGFP reactiv: X-chromosome reactivation activator. XiGFP mouse fibroblasts, % GFP-positive cells imaging, 3 d; cells co-treated with 5-aza-dC sensitizer; scaled so ellipticine positive control = 100%. activation, % at 7.58 µM. actives 0.055% (n = 360,000);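 active = mean normalized replicate activation at least 10% and every replicate at or above 10%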;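 note: 0% = median of on-plate neutral control wells and 100% = ellipticine 6 µM median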
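System: XiGFP fibroblasts, SV40-immortalized. Medium: DMEM plus 5-aza-dC sensitizer. Doses: single point. Timing: 3 d treatment, 15 min room-temperature fixation. Control set: ellipticine 6 µM.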
RAD52 inh: blocks human RAD52 DNA annealing. P43351. recombinant RAD52 DNA annealing, FRET fluorescence. inhibition, % at 18.7 µM. actives 0.46% (n = 360,000). AID 651710;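 active = every replicate showing at least 50% inhibition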
E-selectin induc: induces E-selectin expression in human endothelial cells; actives 0.37% (n = 260,000); activation, % at 7.58 µM; HUVEC E-selectin immunofluorescence imaging; normalized: neutral wells 0, TNF-alpha wells 100;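 active = mean E-selectin-positive cell signal at least 10% of the positive control, reached in at least 60% of replicates, without over 20% cell loss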;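 note: in these data hits start at about 27%; measured in HUVEC primary endothelial cells; signal is the percent of cells scored E-selectin positive by PE staining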
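assay system = HUVEC, human umbilical vein endothelial cells | input = 3,000 HUVEC seeded per well | medium = EGM-2 growth medium on 0.1% gelatin-coated wells | dosing = one compound dose added by pin transfer | signal = immunofluorescence imaging | read-out basis = % PE-positive cells | control set = TNF-alpha, DMSO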
S100A4 inh HTS: inhibitors of human S100A4 binding to myosin IIA peptide | actives 0.14% (n = 360,000) | S100A4/TAMRA-MyoIIA peptide fluorescence polarization | inhibition, % at 10.7 µM | AID 652163;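 active = mean inhibition of at least 70% across replicates, with every replicate also reaching that level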
Target sequence (P26447 whole entry, looked up): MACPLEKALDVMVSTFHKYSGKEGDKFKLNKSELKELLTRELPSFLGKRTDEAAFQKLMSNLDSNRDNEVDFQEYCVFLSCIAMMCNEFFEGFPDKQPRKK
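Test system: S100A4 monomer protein. Medium: HEPES buffer with Ca2+, pH 7.2. Reagent: fluorescent myosin IIA peptide, 5 nM. Compound dosing: single-point compound testing. Timing: 5 min between mix addition and reading. Benchmarks: DMSO neutral and TFP positive wells.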
esBAF inh: inhibitors of esBAF chromatin remodeling in mouse ES cells; reporter increase, % at 12.5 µM; actives 2% (n = 350,000); Bmi1-luciferase knock-in reporter, 24 h; 100% = twice the neutral-well signal; in the data active = activation above about 40%;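 note: 0% = median of the plate's neutral control wells and 100% = double that signal; a rise in the Bmi1 reporter signal indicates esBAF inhibition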
ERAP1 HTS inh: blocks human ERAP1 aminopeptidase activity; inhibition, % at 10.7 µM; actives 0.15% (n = 340,000); Q9NZ08; recombinant ERAP1, Leu-AMC fluorescence, 60 min;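 active = mean replicate inhibition of at least 30%, or all replicates individually reaching that 30% level; inactive = mean below 30% and not every replicate reaching it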;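 note: 0% = neutral control wells and 100% = L-leucinethiol positive control wells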
RAD54 branch: RAD54 (human) branch migration inhibition; Q92698; RAD54 Holliday junction branch migration, FAM/BHQ fluorescence; inhibition, % at 10.4 µM; actives 0.14% (n = 360,000);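 active = mean normalized replicate activity at least 40 and at least half of replicates scoring 40 or more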;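 note: 0% = median of neutral control wells and 100% = median of positive control wells; inhibitors cause a drop in the FAM fluorescence signal; in these data hits start at about 50%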
Target sequence (Q92698 whole entry, looked up): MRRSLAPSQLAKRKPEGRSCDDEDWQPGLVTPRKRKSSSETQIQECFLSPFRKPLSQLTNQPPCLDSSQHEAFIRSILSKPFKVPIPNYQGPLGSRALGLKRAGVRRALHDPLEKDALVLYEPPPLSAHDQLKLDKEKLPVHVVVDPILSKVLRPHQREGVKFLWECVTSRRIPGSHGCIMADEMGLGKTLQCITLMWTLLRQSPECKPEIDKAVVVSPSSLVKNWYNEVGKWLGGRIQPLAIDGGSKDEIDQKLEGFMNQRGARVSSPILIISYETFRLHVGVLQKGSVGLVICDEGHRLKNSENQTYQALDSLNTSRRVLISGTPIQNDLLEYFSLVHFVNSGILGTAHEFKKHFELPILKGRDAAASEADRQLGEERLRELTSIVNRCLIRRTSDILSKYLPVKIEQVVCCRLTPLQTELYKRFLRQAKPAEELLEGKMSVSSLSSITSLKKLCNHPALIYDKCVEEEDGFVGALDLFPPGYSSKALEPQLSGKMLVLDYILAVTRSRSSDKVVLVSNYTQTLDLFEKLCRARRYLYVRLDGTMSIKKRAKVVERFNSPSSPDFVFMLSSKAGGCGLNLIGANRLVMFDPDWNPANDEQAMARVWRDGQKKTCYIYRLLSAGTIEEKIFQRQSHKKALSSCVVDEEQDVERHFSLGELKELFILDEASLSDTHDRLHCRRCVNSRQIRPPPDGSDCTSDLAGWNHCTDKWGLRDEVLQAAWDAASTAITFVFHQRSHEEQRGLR
ERp5 block: ERp5 (human) disulfide isomerase inhibition; ERp5 insulin aggregation, absorbance 650 nm, 90 min; inhibition, % at 9.99 µM; actives 0.05% (n = 350,000); AID 651711;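 active = mean replicate inhibition above about 25%, with every replicate also reaching it, limit read from the data, passing the limit was not always enough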
* = called active by the depositor; . = no result given.

SMILES | XiGFP reactiv | RAD52 inh | E-selectin induc | S100A4 inh HTS | esBAF inh | ERAP1 HTS inh | RAD54 branch | ERp5 block
Cn1nccc1C(=O)N1CCCC(C(=O)c2cccc3ccccc23)C1 (stereo unspecified) | 0.2 | -7 | . | -5 | . | 8 | . | 5
O=C(NCC1CCCO1)c1cc(C(=O)c2ccc(Cl)cc2Cl)c[nH]1 (stereo unspecified) | -0.1 | 4 | -1.5 | -2 | . | 3 | . | 5
O=S(=O)(N[C@H]1CC[C@@H](CCn2cc(-c3cccc(F)c3)nn2)O[C@@H]1CO)c1ccc(Cl)cc1 | -0.5 | -10 | -0.6 | 6 | 11 | -2 | -3 | 9
COC(C[C@H](O)CC(=O)[C@H](C)OCc1ccccc1)OC | 0.0 | -18 | -0.4 | 52 | 1 | -3 | 4 | 7
CC1CCN(CCc2nc3cc(NC(=O)COc4ccc([N+](=O)[O-])cc4)ccc3n2C)CC1 | 0.0 | -4 | 0.8 | -3 | -7 | -5 | -3 | 3
CCN(CC)CCCNC(=O)c1ccc(S(=O)(=O)Nc2ccc(C)c(C)c2)cc1 | -0.1 | 8 | . | 1 | 2 | 1 | 2 | -2
COc1ccc(NC(=O)CN(C)C(=O)CNC(=O)C2CCCCC2)cc1 | -0.1 | -11 | -0.3 | -7 | 0 | 2 | -1 | 3
CCNC(=O)C1(C)CCCN(C(=O)c2cccnc2Oc2ccccc2)C1 (stereo unspecified) | 0.1 | -4 | . | 2 | -1 | -1 | 7 | 0
O=C(CCC(=O)Nc1ccccc1Cl)N/N=C/c1ccccc1 | -0.4 | 8 | -2.8 | 1 | . | -1 | . | 2
COc1ccc(C(=O)CSc2nc3[nH]ncc3c(=O)[nH]2)cc1 | 0.0 | -12 | . | 3 | 7 | 3 | -1 | 2
O=C(Nc1ccc(F)cc1F)N1CCN(C/C=C/c2ccccc2)CC1 | 0.0 | -36 | 0.1 | -1 | 5 | 1 | -7 | 4
CC(C)NC(=O)N(C)C[C@@H]1Oc2ncc(C#Cc3ccccc3F)cc2C(=O)N([C@H](C)CO)C[C@@H]1C | -1.1 | 1 | 0.1 | 1 | 1 | -3 | 6 | 10
CC(C)c1ccc(OCCCN2CCCC2)cc1 | 0.0 | 1 | -0.2 | -14 | 3 | -9 | 13 | -1
C[C@@H]1CN([C@H](C)CO)C(=O)c2cc(NC(=O)Nc3ccc(F)cc3)ccc2O[C@@H]1CN(C)S(=O)(=O)c1ccc(F)cc1 | -0.1 | -31 | -0.1 | 5 | -1 | 3 | 4 | 4
CC(C)CC#Cc1ccc2c(c1)O[C@H](CN(C)C(=O)Nc1ccccc1)[C@H](C)CN([C@H](C)CO)S2(=O)=O | -0.7 | 15 | -0.6 | -1 | 0 | -2 | 9 | -2

Of the compounds above, these contain an NH in an aromatic ring:
SMILES | XiGFP reactiv | RAD52 inh | E-selectin induc | S100A4 inh HTS | esBAF inh | ERAP1 HTS inh | RAD54 branch | ERp5 block
O=C(NCC1CCCO1)c1cc(C(=O)c2ccc(Cl)cc2Cl)c[nH]1 (stereo unspecified) | -0.1 | 4 | -1.5 | -2 | . | 3 | . | 5
COc1ccc(C(=O)CSc2nc3[nH]ncc3c(=O)[nH]2)cc1 | 0.0 | -12 | . | 3 | 7 | 3 | -1 | 2

The list continues.
SMILES | XiGFP reactiv | RAD52 inh | E-selectin induc | S100A4 inh HTS | esBAF inh | ERAP1 HTS inh | RAD54 branch | ERp5 block
COc1ccc(CNC(=S)Nc2cc(OC)ccc2OC)cc1 | 0.1 | -5 | 0.0 | 0 | . | -5 | . | 0
CCC(C)(C)NC(=O)CN(C(=O)C(=O)Nc1ccc2c(c1)OCCO2)C1CC1 | 0.5 | -1 | -0.1 | 0 | 15 | 1 | -3 | 1
CCC(=O)Nc1c2c(nn1-c1ccc(OC)cc1)CS(=O)C2 (stereo unspecified) | -0.2 | -8 | -0.1 | -2 | -6 | 4 | -18 | 3
COc1cc2nc(NC(=O)c3ccco3)sc(=O)c2cc1OC | 0.0 | -2 | 0.2 | -20 | . | 9 | 8 | 2
COC(=O)c1sc2nc(CN3CCN(c4ccc(OC)cc4)CC3)[nH]c(=O)c2c1C | -0.4 | 5 | -2.4 | -4 | . | 3 | . | 1
COc1ccc(C(=O)NCCNc2ccc([N+](=O)[O-])cc2)cc1OC | 0.0 | 0 | 0.0 | -15 | -6 | 2 | -9 | 5
CCC(C)NC(=O)COCc1cc(-c2ccc3c(c2)OCO3)on1 (stereo unspecified) | 0.1 | -20 | 0.5 | -1 | 6 | -2 | . | 3
O=c1cc(-c2ccco2)nc(SCc2cccc(Cl)c2)[nH]1 | -0.1 | -4 | 2.1 | -4 | -8 | 3 | 1 | -2
COCCNC(=O)c1ccc(-n2c(SCc3ccncc3)nc3ccccc3c2=O)cc1 | -0.1 | -9 | -0.1 | -8 | -10 | -5 | 10 | -3
COc1ccc(NC(=O)C(c2ccncc2)n2c(=O)c(-c3ccccc3)nc3ccccc32)cc1 (stereo unspecified) | 0.0 | 9 | 0.0 | -2 | . | 15 | . | -6
O=C1Nc2ccccc2C1(O)C/C(=N/O)c1ccccc1 (stereo unspecified) | 0.3 | -11 | . | -4 | . | 10 | . | -14
COCC(=O)N1CC(=O)N2[C@H](CO)[C@@H](c3ccc(C#CC4CCCCC4)cc3)[C@@H]2C1 | 0.0 | -3 | 0.0 | -8 | . | 5 | . | -2
O=C(Nc1cccc2c1C(=O)NC2=O)c1ccccc1[N+](=O)[O-] | 0.3 | 0 | 0.1 | 7 | -3 | -4 | . | 5
COc1ccc(NC(=O)/C(=C/c2ccc(OC(C)=O)c(OC)c2)NC(C)=O)cc1 | 0.1 | -29 | . | 0 | . | -2 | . | 0
CC(C)OC(=O)c1cc2c(ccn2C)n1CC(=O)N(Cc1ccccc1)c1ccccc1 | 0.0 | -10 | -0.5 | 2 | . | 0 | . | -3

Compound profiles, from the list above:
`O=c1cc(-c2ccco2)nc(SCc2cccc(Cl)c2)[nH]1` in the list: XiGFP reactiv: -0.1; RAD52 inh: -4; E-selectin induc: 2.1; S100A4 inh HTS: -4; esBAF inh: -8; ERAP1 HTS inh: 3; RAD54 branch: 1; ERp5 block: -2
`CC(C)OC(=O)c1cc2c(ccn2C)n1CC(=O)N(Cc1ccccc1)c1ccccc1` in the list: XiGFP reactiv: 0.0; RAD52 inh: -10; E-selectin induc: -0.5; S100A4 inh HTS: 2; esBAF inh: .; ERAP1 HTS inh: 0; RAD54 branch: .; ERp5 block: -3
`COCCNC(=O)c1ccc(-n2c(SCc3ccncc3)nc3ccccc3c2=O)cc1` in the list: XiGFP reactiv: -0.1; RAD52 inh: -9; E-selectin induc: -0.1; S100A4 inh HTS: -8; esBAF inh: -10; ERAP1 HTS inh: -5; RAD54 branch: 10; ERp5 block: -3

Other compounds follow:
SMILES | XiGFP reactiv | RAD52 inh | E-selectin induc | S100A4 inh HTS | esBAF inh | ERAP1 HTS inh | RAD54 branch | ERp5 block
CC1(C(=O)NS(=O)(=O)c2cccc(F)c2)CCN1C(=O)c1ccco1 (stereo unspecified) | 0.0 | -12 | -0.1 | -8 | 2 | -3 | 4 | -1
COc1ccc(NC(=O)CC2C(=O)N(c3ccc(Cl)cc3)C(=S)N2CCc2ccncc2)cc1 (stereo unspecified) | . | -13 | . | -1 | 1 | 0 | 8 | 3
COc1ccc(CCNC(=O)C2CCC(=O)N(C3CCCCCC3)C2)cc1 (stereo unspecified) | 0.0 | 5 | . | -4 | 1 | -1 | -2 | 7
O=C(NNS(=O)(=O)c1ccc([N+](=O)[O-])cc1)c1ccccc1 | 0.4 | 2 | 0.7 | -4 | 0 | -2 | 3 | 2
CCCn1c(O)c(N=NC(=O)CNC(=O)Cc2ccc(OC)cc2)c2ccccc21 | 0.0 | 4 | . | 28 | -4 | -3 | -3 | 0
C[C@@H]1CCCCO[C@@H](CN(C)S(=O)(=O)c2ccccc2)[C@@H](C)CN([C@@H](C)CO)C(=O)c2cc(N(C)C)ccc2O1 | 0.0 | -5 | 0.1 | -18 | -1 | -2 | -10 | 3
S=C1SCN(Cc2ccccc2)CN1Cc1ccccc1 | 0.0 | -8 | -0.3 | 2 | -9 | 1 | 1 | 4
CCOC(=O)CN(c1cc([N+](=O)[O-])ccc1OC)S(C)(=O)=O | 0.0 | -16 | . | 0 | . | -1 | . | -1
CN(Cc1ccc2c(c1)OCCO2)C(=O)CSc1ncnc2sccc12 | 0.1 | -295 | . | -9 | -5 | 0 | -4 | 2
O=C(c1cccs1)N1CCN=C1SCc1ccccc1F | 0.0 | -4 | 0.1 | 2 | 19 | -7 | -4 | 1
O=C(Cn1cnc2sc3c(c2c1=O)CCCC3)NCC(=O)Nc1c(F)cccc1F | 0.0 | -3 | . | 2 | 0 | 0 | 3 | 4
COc1ccc([N+](=O)[O-])cc1NC(=O)CCSCCc1ccccn1 | 0.0 | -2 | -0.1 | -2 | . | -2 | . | 4
CC1(C(=O)NS(=O)(=O)c2cccc(C#N)c2)CCN1C(=O)Cc1ccccc1Cl (stereo unspecified) | 0.0 | -13 | -0.2 | -3 | -5 | 0 | -3 | 2
CC(=O)Oc1ccccc1/C=C/c1ccc2ccccc2[n+]1C | 0.0 | 15 | . | -6 | 65* | 13 | -5 | 4
Cc1ccc(NC(=S)N(C)N)cc1Cl | 0.0 | -4 | -0.1 | 1 | 7 | 1 | 4 | -4

Ordered by the number under ERp5 block (lowest first): five from the list above
Molecule,RAD52 inh,S100A4 inh HTS,esBAF inh,ERAP1 HTS inh,ERp5 block
Cc1ccc(NC(=S)N(C)N)cc1Cl,-4,1,7,1,-4
O=C(c1cccs1)N1CCN=C1SCc1ccccc1F,-4,2,19,-7,1
COc1ccc(NC(=O)CC2C(=O)N(c3ccc(Cl)cc3)C(=S)N2CCc2ccncc2)cc1 (stereo unspecified),-13,-1,1,0,3
COc1ccc([N+](=O)[O-])cc1NC(=O)CCSCCc1ccccn1,-2,-2,.,-2,4
COc1ccc(CCNC(=O)C2CCC(=O)N(C3CCCCCC3)C2)cc1 (stereo unspecified),5,-4,1,-1,7

Following part.
SMILES | XiGFP reactiv | RAD52 inh | E-selectin induc | S100A4 inh HTS | esBAF inh | ERAP1 HTS inh | RAD54 branch | ERp5 block
CC(C)NC(=O)N(C)C[C@H]1Oc2ccc(NC(=O)Nc3ccccc3)cc2C(=O)N([C@H](C)CO)C[C@H]1C | -1.3 | -16 | -3.7 | -15 | 0 | 0 | 1 | 8
COc1ccc(CN2C(=O)C(CC(=O)NCc3cccc4ccccc34)CC(C(=O)N(C(C)C)C(C)C)=C2C)cc1 (stereo unspecified) | . | -16 | -0.1 | -2 | 2 | -6 | 7 | -6
CC(=O)N1CCc2cc(S(=O)(=O)CCC(=O)N3CCN(c4ccccc4F)CC3)ccc21 | 0.0 | -3 | 1.2 | -2 | -9 | 0 | -9 | 1
CN(C(=O)CN(C)S(=O)(=O)c1ccc(F)cc1)c1c(N)n(Cc2ccccc2)c(=O)[nH]c1=O | 0.3 | 8 | -0.2 | 5 | -5 | 2 | -4 | 1
Cc1cc2cc(CNC(=O)c3ccc(Br)o3)ccc2n1C | -0.1 | -51 | 0.2 | 51 | -7 | 2 | -13 | -1
CC(C)N(C(=O)[C@H]1C[C@H](CC(=O)NCCCN(C)C)C(=O)N2CCc3c([nH]c4ccc(Cl)cc34)[C@]12C)C(C)C | 0.1 | 25 | . | -4 | -2 | -1 | 5 | 0
CC1=CC2=NC(=O)CC(C)(C(=O)N(CC(=O)NC3CCCC3)Cc3ccccc3)N2C=C1 (stereo unspecified) | 0.4 | -19 | 41* | 2 | 1 | -4 | -8 | 2
